# eLon inh – E. coli protease La inhibition; P0A9M0; purified E. coli Lon protease, fluorescence polarization; inhibition, % at 7.94 µM; 360,000 tested, 0.42% active; AID 602123; in the data active = inhibition above about 13%, passing the limit was not always enough;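 note: 0% = enzyme with probe and DMSO and 100% = no enzyme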
# Rin1 Abl inh – human Rin1-Abl interaction inhibition; P00519+Q13671; TR-FRET Rin1/Abl binding, biochemical; inhibition, % at 7.35 µM; 360,000 tested, 0.4% active; in the data active = inhibition above about 5%, passing the limit was not always enough
# Target sequence (P00519 whole entry, looked up): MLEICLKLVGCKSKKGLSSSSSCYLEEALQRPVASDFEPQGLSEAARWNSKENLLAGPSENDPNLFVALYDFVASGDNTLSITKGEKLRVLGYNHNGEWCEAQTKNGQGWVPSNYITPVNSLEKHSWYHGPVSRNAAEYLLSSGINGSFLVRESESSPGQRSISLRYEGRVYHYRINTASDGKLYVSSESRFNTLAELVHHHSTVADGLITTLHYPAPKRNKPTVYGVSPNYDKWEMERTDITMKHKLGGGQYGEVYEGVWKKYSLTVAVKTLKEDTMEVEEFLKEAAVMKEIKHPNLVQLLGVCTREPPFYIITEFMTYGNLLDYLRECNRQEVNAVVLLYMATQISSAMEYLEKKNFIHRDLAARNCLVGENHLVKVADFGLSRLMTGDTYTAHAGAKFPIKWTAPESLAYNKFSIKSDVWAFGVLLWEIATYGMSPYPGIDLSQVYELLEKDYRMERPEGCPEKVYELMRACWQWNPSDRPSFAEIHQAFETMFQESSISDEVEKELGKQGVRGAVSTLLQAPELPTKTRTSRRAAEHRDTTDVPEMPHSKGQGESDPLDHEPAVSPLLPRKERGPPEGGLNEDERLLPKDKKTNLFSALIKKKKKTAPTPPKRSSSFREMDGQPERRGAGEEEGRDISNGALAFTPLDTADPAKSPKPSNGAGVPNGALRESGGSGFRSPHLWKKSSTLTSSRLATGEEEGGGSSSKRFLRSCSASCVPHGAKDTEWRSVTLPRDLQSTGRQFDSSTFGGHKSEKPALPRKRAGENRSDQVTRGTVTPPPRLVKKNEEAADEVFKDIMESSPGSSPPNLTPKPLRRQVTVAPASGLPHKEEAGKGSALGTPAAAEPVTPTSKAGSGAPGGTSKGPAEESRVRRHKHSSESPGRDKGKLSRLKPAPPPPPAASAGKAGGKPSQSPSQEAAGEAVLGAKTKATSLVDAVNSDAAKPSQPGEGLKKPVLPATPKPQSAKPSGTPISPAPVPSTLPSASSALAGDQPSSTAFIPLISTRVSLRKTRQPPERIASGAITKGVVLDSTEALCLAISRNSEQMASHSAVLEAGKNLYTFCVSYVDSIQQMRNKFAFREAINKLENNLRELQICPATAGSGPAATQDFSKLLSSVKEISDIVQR
# Target sequence (Q13671 whole entry, looked up): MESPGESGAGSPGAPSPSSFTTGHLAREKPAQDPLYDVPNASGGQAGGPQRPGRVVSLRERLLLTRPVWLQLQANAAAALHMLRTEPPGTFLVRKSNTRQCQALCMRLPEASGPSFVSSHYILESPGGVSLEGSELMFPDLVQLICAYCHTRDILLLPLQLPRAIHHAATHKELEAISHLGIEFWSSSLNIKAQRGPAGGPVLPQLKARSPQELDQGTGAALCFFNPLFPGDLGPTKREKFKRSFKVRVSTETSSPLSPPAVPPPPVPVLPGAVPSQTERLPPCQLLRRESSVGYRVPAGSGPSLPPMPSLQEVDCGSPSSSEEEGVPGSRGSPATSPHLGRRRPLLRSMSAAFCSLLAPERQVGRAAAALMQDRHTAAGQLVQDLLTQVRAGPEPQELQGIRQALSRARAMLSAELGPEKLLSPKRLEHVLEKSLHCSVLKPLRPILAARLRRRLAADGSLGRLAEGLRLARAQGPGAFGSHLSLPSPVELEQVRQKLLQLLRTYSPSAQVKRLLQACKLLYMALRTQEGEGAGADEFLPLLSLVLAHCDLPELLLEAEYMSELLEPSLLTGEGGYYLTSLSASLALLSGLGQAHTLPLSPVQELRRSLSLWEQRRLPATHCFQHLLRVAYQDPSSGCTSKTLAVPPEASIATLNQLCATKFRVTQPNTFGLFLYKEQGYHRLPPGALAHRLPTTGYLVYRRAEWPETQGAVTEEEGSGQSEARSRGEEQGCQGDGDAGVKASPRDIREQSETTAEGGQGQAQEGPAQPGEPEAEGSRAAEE
# MLLE-PAM2 inh – blocks PAM2 peptide binding to the PABP1 MLLE domain; P11940; GST-MLLE / FITC-PAM2 fluorescence polarization; inhibition, % at 20 µM; 360,000 tested, 0.36% active; in the data active = inhibition above about 35%, passing the limit was not always enough;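 note: plate controls were DMSO wells with GST-MLLE for no effect and wells lacking GST-MLLE protein for full effect; some results filed as inactive read as strong as hits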
# MsrA inhibitor – inhibitors of bovine MsrA | purified bovine MsrA, absorbance read-out | inhibition, % at 15.5 µM | 360,000 tested, 0.75% active | AID 651718; in the data active = inhibition above about 4.5%;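 note: 0% = vehicle wells with enzyme and 100% = reference inhibitor wells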
# CSN inh – blocks human CSN-mediated cullin deneddylation; 360,000 tested, 0.38% active; inhibition, % at 12.5 µM; Purified CSN, SCF-Nedd8-OG deneddylation, fluorescence polarization; Q92905; AID 651999;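 active = pattern-corrected inhibition above about 35%, with an unprinted fluorescence ratio check between 0.5 and 1.5, limit read from the data, passing the limit was not always enough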;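 note: 0% = enzyme with substrate and 100% = substrate without enzyme; some results filed as inactive read as strong as hits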
#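 Material: human Csn5 produced in HEK293T cells; Input: enzyme 0.24 nM; Reagent: SCFSkp2-Nedd8OG substrate at 10 nM final; Dosing: 12.5 µM compound; Incubation: 90 min reaction at room temperature; Detection: fluorescence polarization of the substrate; Evaluation: % inhibition of substrate cleavage by Csn5; Control set: substrate-only high control, full reaction low control.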
# MT1-MMP act inh – inhibitors of human MT1-MMP activation. P50281. GFP/RFP ratio change, % at 20 µM. 360,000 tested, 0.061% active. HT1080 RFP-PRO-GFP cells, GFP/RFP ratio fluorescence, overnight; percent of plate control window, DMSO zero;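 active = GFP/RFP ratio change of at least 30% with cell ATP level not reduced by more than half and red fluorescence within 50% of control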; note: strong numbers were not always called active
#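 Compound: 20 µM single dose, 1% DMSO / System: HT1080 RFP-PRO-GFP cells / Controls: DMSO and RFP-L50D-GFP cell wells / Read-out basis: GFP/RFP fluorescence ratio / Schedule: overnight compound exposure at 37 °C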
# Rpn11 block – inhibitors of human proteasome Rpn11; calls only at 20 µM; O00487; human 26S proteasome, Ub4-pepOG fluorescence polarization; 20S core pre-blocked with epoxomicin; 360,000 tested, 0.59% active; AID 588493;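 active = inhibition at 20 µM, scaled to each plate's controls, above about 33%, limit read from the data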
# MsrA act – activators of bovine methionine sulfoxide reductase A | purified bovine MsrA, absorbance read-out | activation, % at 10.6 µM | 360,000 tested, 0.3% active | AID 602163; in the data active = activation above about 7.5%;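 note: 0% = vehicle and 100% = reference activator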
# FAS TE block – blocks the thioesterase domain of human fatty acid synthase; 360,000 tested, 0.67% active; recombinant FAS-TE, OMFH fluorogenic substrate, fluorescence endpoint; inhibition, % at 15 µM; AID 602261;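 active = compounds whose normalised, plate-corrected inhibition of enzyme fluorescence in the single-dose primary screen is 50% or more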;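 note: 0% = DMSO with enzyme and 100% = substrate without enzyme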
# * = called active by the depositor; i = inactive; x = no result given.
SMILES,eLon inh,Rin1 Abl inh,MLLE-PAM2 inh,MsrA inhibitor,CSN inh,MT1-MMP act inh,Rpn11 block,MsrA act,FAS TE block
Cc1ccc(C(=O)NCC(=O)N2CCC(Cc3ccccc3)CC2)cc1,3,0,-7,-1.4,6,1,i,1,7
COc1cc(/C=N/O)ccc1OCc1ccccc1Cl,-10,-1,11,2.0,-7,-2,i,-6,-1
COc1ccc(/C=N/N=C2/SCC(=O)N2Cc2ccccc2)cc1,-3,2,4,-0.3,2,1,i,-6,16
CN(C)CCCNC(=S)Nc1ccc(-c2ccccc2)cc1,-1,-2,-11,0.3,-2,2,i,-2,-2
COc1ccc(CCNC(=O)CSc2nnc(NC(C)=O)s2)cc1OC,-11,1,-28,-1.0,-4,3,i,-7,-15
COc1ccccc1CNC(=O)C1CCC(=O)N1C(C)C (configuration not stated),4,1,2,0.4,0,-2,i,0,-5
COc1ccc(/C=C(\C#N)C(=O)OCC(=O)NC(=O)NCCC(C)C)cc1,-2,-5,9,-0.5,-3,0,i,0,-4
COc1ccc(N/C=C2\CCc3ccccc3C2=O)cc1,-17,-2,-124,0.8,18,-7,x,-1,15
Cc1onc(-c2ccccc2)c1C(=O)Nc1cccc(OC(C)C)c1,-3,-4,-3,0.2,-1,-4,i,5,4
CCN1c2ccccc2NC2C1C(C(C)=O)C(=O)N2c1ccc(Cl)cc1 (configuration not stated),-58,-3,-68,-0.8,25,-219,x,-2,4
Cc1ccc(Nc2nc(N)nc(CSc3nc4ccccc4s3)n2)cc1,1,4,3,0.2,-2,-10,i,-8,31
O=C(C=Cc1ccc2c(c1)OCO2)C1CC1,1,-3,-13,2.5,3,3,i,-4,-4
COc1ccccc1-c1cn[nH]c1-c1ccc(OCc2ccccc2)cc1O,-1,-2,-4,1.4,-6,3,i,-5,-37
COc1ccc(CC(=O)N2CC(C)CC(C)C2)cc1 (configuration not stated),-7,3,2,-0.6,-3,-2,i,-2,0
CCOC(=O)Cc1csc(NC(=O)c2ccc(N3CCOCC3)cc2[N+](=O)[O-])n1,-8,-3,-25,1.2,-5,6,i,-1,-3
COc1cc2nc(C3CC3)n(NC(=O)c3ccc(Cl)cc3)c(=O)c2cc1OC,-8,-6,5,0.8,0,0,i,-1,-1
CCC1(c2ccccc2)NC(=O)N(CC(=O)N2CCN(S(=O)(=O)c3ccccc3)CC2)C1=O (configuration not stated),11,0,-22,-0.1,-4,4,i,0,-6
CCN(C(=O)CN1CCCCCC1)c1c(N)n(Cc2ccccc2)c(=O)[nH]c1=O,-21,2,-20,-0.1,-3,-8,i,-8,1
O=C(NCCO)C1(c2ccc(Cl)cc2)CCCC1,4,-1,-3,0.8,-4,1,i,-2,-4
CCNC(=O)c1ccc(NS(=O)(=O)c2ccc3[nH]c(=O)[nH]c3c2)cc1,-4,3,-4,-0.7,0,-3,i,-2,-3
O=C(N/N=C/c1ccc(N2CCCCC2)o1)c1ccccc1[N+](=O)[O-],0,1,-7,0.2,-8,1,i,0,-8
O=C(COC(=O)c1cccc(-n2cnnn2)c1)Nc1c(Cl)cccc1C(F)(F)F,6,-1,-11,0.8,3,2,i,-3,2
O=C(CCCC1=NS(=O)(=O)c2ccccc2N1)N1CCN(c2ccc(Cl)cc2)CC1,-7,3,-8,0.7,-1,5,i,-3,0
CCOC(=O)N1C2c3ccccc3C(c3ccccc32)N1C(=O)OCC,2,1,8,-0.7,8,2,i,2,-1
CCCNC(=O)C1(C)CCCN(C(=O)c2ccc3sccc3c2)C1 (configuration not stated),-5,-2,-14,-1.4,-1,7,i,-3,-5
O=C(c1ccc(Cl)cc1)N1CCCCC(Sc2nnc(-c3ccc4c(c3)OCO4)o2)C1=O (configuration not stated),-3,1,-14,-0.4,-7,0,i,-1,18
COC(=O)c1ccccc1NC(=O)c1cnc2sccn2c1=O,3,0,1,1.5,3,0,i,-2,-4
CCOCCOc1cccc(C(=O)NC(c2ccccc2)c2ccccc2)c1,7,2,6,-0.5,-4,-2,i,-2,15
CCOC(=O)c1c(-c2cccs2)csc1NC(=O)C(C)(C)C,0,-2,2,-0.6,0,-4,i,-2,20
CCCCNC(=O)c1onc(CSc2cccc(OC)c2)c1C(=O)NCCCC,-9,5,15,-1.3,2,-1,i,4,31

# 15 structures already listed, ordered by length of the SMILES, lowest first.
SMILES,eLon inh,Rin1 Abl inh,MLLE-PAM2 inh,MsrA inhibitor,CSN inh,MT1-MMP act inh,Rpn11 block,MsrA act,FAS TE block
O=C(NCCO)C1(c2ccc(Cl)cc2)CCCC1,4,-1,-3,0.8,-4,1,i,-2,-4
COc1ccc(CC(=O)N2CC(C)CC(C)C2)cc1 (configuration not stated),-7,3,2,-0.6,-3,-2,i,-2,0
COC(=O)c1ccccc1NC(=O)c1cnc2sccn2c1=O,3,0,1,1.5,3,0,i,-2,-4
CCOC(=O)c1c(-c2cccs2)csc1NC(=O)C(C)(C)C,0,-2,2,-0.6,0,-4,i,-2,20
CCCNC(=O)C1(C)CCCN(C(=O)c2ccc3sccc3c2)C1 (configuration not stated),-5,-2,-14,-1.4,-1,7,i,-3,-5
CCOCCOc1cccc(C(=O)NC(c2ccccc2)c2ccccc2)c1,7,2,6,-0.5,-4,-2,i,-2,15
CCOC(=O)N1C2c3ccccc3C(c3ccccc32)N1C(=O)OCC,2,1,8,-0.7,8,2,i,2,-1
CCCCNC(=O)c1onc(CSc2cccc(OC)c2)c1C(=O)NCCCC,-9,5,15,-1.3,2,-1,i,4,31
O=C(N/N=C/c1ccc(N2CCCCC2)o1)c1ccccc1[N+](=O)[O-],0,1,-7,0.2,-8,1,i,0,-8
COc1cc2nc(C3CC3)n(NC(=O)c3ccc(Cl)cc3)c(=O)c2cc1OC,-8,-6,5,0.8,0,0,i,-1,-1
CCNC(=O)c1ccc(NS(=O)(=O)c2ccc3[nH]c(=O)[nH]c3c2)cc1,-4,3,-4,-0.7,0,-3,i,-2,-3
O=C(CCCC1=NS(=O)(=O)c2ccccc2N1)N1CCN(c2ccc(Cl)cc2)CC1,-7,3,-8,0.7,-1,5,i,-3,0
CCOC(=O)Cc1csc(NC(=O)c2ccc(N3CCOCC3)cc2[N+](=O)[O-])n1,-8,-3,-25,1.2,-5,6,i,-1,-3
O=C(c1ccc(Cl)cc1)N1CCCCC(Sc2nnc(-c3ccc4c(c3)OCO4)o2)C1=O (configuration not stated),-3,1,-14,-0.4,-7,0,i,-1,18
CCC1(c2ccccc2)NC(=O)N(CC(=O)N2CCN(S(=O)(=O)c3ccccc3)CC2)C1=O (configuration not stated),11,0,-22,-0.1,-4,4,i,0,-6

# Next section
SMILES,eLon inh,Rin1 Abl inh,MLLE-PAM2 inh,MsrA inhibitor,CSN inh,MT1-MMP act inh,Rpn11 block,MsrA act,FAS TE block
CN(C)C(=O)Cn1c(SCC(=O)NCc2ccc3c(c2)OCO3)nc2ccccc21,-1,0,-1,0.1,-1,-1,i,-1,-6
CCOc1ccc(S(=O)(=O)NCc2cccnc2)cc1,-10,1,18,-1.0,-1,2,i,-2,2
Cc1cc(S(=O)(=O)N2CCCC(N(C)CCc3ccccn3)C2)c(C)s1 (configuration not stated),-6,2,16,-0.7,1,-1,i,-3,-1
COc1ccc(C(=O)Nc2ccc(N3CCN(C(=O)C(C)C)CC3)cc2)cc1[N+](=O)[O-],-2,0,-5,-0.9,-9,3,i,-10,-2
S=C(Nc1ccccc1)N1CCN(C2CCCCC2)CC1,-9,2,-84,-1.2,0,7,i,-11,-12
CCOc1ccccc1C(=O)NC1CC2CCCC(C1)N2Cc1nnnn1Cc1ccco1 (configuration not stated),-7,2,-10,-0.7,3,2,i,-1,2
CCCC(=O)Nc1ccccc1NC(=O)c1ccc(OC(C)=O)cc1,-3,-1,-7,-0.7,4,-1,i,-3,-6
Cc1cc(S(=O)(=O)Nc2ccc3ccccc3c2)c(C)s1,6,0,-6,0.2,2,-8,i,0,26
COc1cc(/C=N/NC(=O)c2ccncc2)ccc1OCCN1CCCCC1,2,-4,-18,5.4*,-5,2,i,3,-11
COC(=O)c1cnc(Oc2ccc(NC(=O)NC(=O)c3c(F)cccc3Cl)cc2)cc1C(F)(F)F,3,1,6,1.3,7,-2,i,-2,18
CCC(C)(C(=O)NC1CCCC1)N(Cc1cccs1)C(C)=O (configuration not stated),4,0,7,-0.2,6,-9,i,-4,-7
O=C(Cn1nc(-c2ccc(N3CCOCC3)c([N+](=O)[O-])c2)c2ccccc2c1=O)N1CCCCC1,-3,4,5,0.7,-4,-1,i,-11,-7
Cc1cc(C)c(C#N)c(N2CCSCC2)n1,8,2,6,-0.6,6,0,i,-10,-5
CCOc1ccc(CCNC(=O)CCc2nnc3ccc(N4CCOCC4)nn23)cc1,5,-1,-5,0.6,-3,-1,i,-1,-5
CC(C)C[C@@H]1NC(=O)N(CCCn2ccnc2)C1=O,4,2,-11,-1.3,1,-2,i,-3,-7
CC1C/C(=N/NC(=O)c2ccc(CSc3nc4ccccc4[nH]3)cc2)CC(C)(C)C1 (configuration not stated),8,-1,-6,0.5,-5,3,i,-2,-5
CCN(CC(=O)NCc1ccc(F)cc1)C(=O)Cc1ccc(OC)cc1,-3,0,3,-0.2,3,-3,i,-4,-4
CC(Sc1ncccn1)C(=O)Nc1ccc2c(c1)OCO2 (configuration not stated),-6,4,-2,1.4,-1,-1,i,-5,-7
O=C(N/N=C/C(Br)=C/c1ccccc1)c1cnccn1,15,-5,-15,6.3*,0,2,i,-6,-4
Cc1c(Br)c([N+](=O)[O-])nn1CC(=O)NCc1cccs1,-5,-2,1,0.1,-2,8,i,-6,19
O=C(Cc1c(F)cccc1Cl)NCCN1CCOCC1,-3,5,-4,0.1,-6,-1,i,0,-2
Cc1ccc(NC(=O)c2ccc(-n3cncn3)c([N+](=O)[O-])c2)cc1F,-7,-3,-10,0.9,-1,4,i,-5,2
CC1=C(C(=O)N2CCCC(CCC(=O)NCc3ccccc3F)C2)OCCO1 (configuration not stated),-2,0,10,0.5,1,3,i,-4,1
COc1cc(CN2C[C@@H](CO)O[C@@H](n3cnc4c(NCCN(C)C)ncnc43)C2)cc(OC)c1OC,-3,-1,3,0.2,-2,2,i,-4,-8
O=C(N[C@H](CO)[C@H](O)c1ccc([N+](=O)[O-])cc1)C(Cl)Cl,-3,-3,7,0.3,-2,1,i,-1,-3
O=C(Nc1ncccc1O)c1ccc(NS(=O)(=O)c2ccc3[nH]c(=O)[nH]c3c2)cc1,6,3,-14,2.9,1,25,i,-13,-4

# Screening data from PubChem BioAssay.
